# M1 PAM parental = counter-screen for M1 PAMs: effect in parental CHO-K1 cells; ATP EC20, Fluo-8 calcium fluorescence; 0% at ATP EC20, 100% at ATP max; activation, % at 3 µM; 0.02% of 360,000 active; AID 602247;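 active = activation above the run cutoff, the mean activation of all test compounds plus 3 SD, cut at about 40% in these data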;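 also: peak over basal fluorescence ratio in a 140 s read after ATP addition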
# OXTR ag = human OXTR agonism | P30559 | CHO-OTR cells, Fluo-8 calcium fluorescence; normalized: DMSO 0%, oxytocin 100% | activation, % at 3 µM | 0.32% of 320,000 active | AID 2435;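 active = activation above the mean of all tested compounds plus 3 SD, cutoff set per screening run, cut at about 20% in these data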;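 also: peak over basal fluorescence ratio from a 100 s FLIPR kinetic read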
# Target sequence (P30559 whole entry, looked up): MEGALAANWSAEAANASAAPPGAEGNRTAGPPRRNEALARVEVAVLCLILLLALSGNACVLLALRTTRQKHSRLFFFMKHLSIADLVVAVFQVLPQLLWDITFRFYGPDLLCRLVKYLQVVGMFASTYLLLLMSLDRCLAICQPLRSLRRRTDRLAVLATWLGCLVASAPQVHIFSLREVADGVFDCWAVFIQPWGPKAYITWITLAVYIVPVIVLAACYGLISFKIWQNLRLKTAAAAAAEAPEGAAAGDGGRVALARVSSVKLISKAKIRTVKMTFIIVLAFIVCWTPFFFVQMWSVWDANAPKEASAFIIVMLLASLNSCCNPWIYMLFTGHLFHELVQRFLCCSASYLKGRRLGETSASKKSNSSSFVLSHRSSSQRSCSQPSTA
# V1R ag counter = V1a receptor agonism, counter-screen for OXTR agonists | P37288 | CHO-V1R cells, Fluo-8 calcium fluorescence, agonist mode; 0% DMSO, 100% 3 nM vasopressin | activation, % at 3 µM | 0.25% of 320,000 active | AID 2797;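 active = activation above the mean activation of all tested compounds plus 3 SD, per screening run, cut at about 20% in these data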;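 also: signal is peak over basal fluorescence ratio across a 100 second FLIPR read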
# OXTR potentiator = potentiates the human oxytocin receptor response. P30559. 0.061% of 320,000 active. activation, % at 3 µM. CHO-OTR cells, Fluo-8 calcium fluorescence, potentiator mode; 0% = oxytocin EC15, 100% = EC100;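 active = activation above that plate's cutoff, the mean activation of tested compounds plus 3 SD, cut at about 6.6% in these data, passing the limit was not always enough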;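 also: 100% uses oxytocin at 75 nM as the full agonist control; some results filed as inactive read as strong as hits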
#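 Assay system: CHO cell line stably expressing human OTR. Reagent: EC15 oxytocin agonist. Dosing: single dose, 3.0 µM nominal final compound concentration. Timing: compound 6 min at room temperature before oxytocin, 100 s read. Signal: kinetic Fluo-8 calcium fluorescence. Controls: oxytocin EC15 low and EC100 high.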
# CHO-K1 Ca antag = nonselective inhibitor or artifact in parental CHO-K1 cells | 0.6% of 360,000 active | inhibition, % at 3 µM | AID 602250 | ATP-induced calcium, Fluo-8 fluorescence;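 active = inhibition above a per-plate cutoff, the plate's mean sample inhibition plus 3 SD, cut at about 24% in these data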;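 also: 0% = DMSO plus EC80 ATP and 100% = DMSO alone without ATP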
# TAAR1 antagonist = antagonists of human TAAR1; Q96RJ0; inhibition, % at 3 µM; 1.5% of 360,000 active; CHO RD-HGA16 TAAR1, Fluo-8 calcium fluorescence, antagonist;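 active = inhibition above a per-plate cutoff, the mean inhibition of test compounds on that plate plus 3 SD, cut at about 49% in these data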;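 also: 0% = DMSO plus EC80 beta-PEA response and 100% = DMSO alone without agonist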
# Target sequence (Q96RJ0 whole entry, looked up): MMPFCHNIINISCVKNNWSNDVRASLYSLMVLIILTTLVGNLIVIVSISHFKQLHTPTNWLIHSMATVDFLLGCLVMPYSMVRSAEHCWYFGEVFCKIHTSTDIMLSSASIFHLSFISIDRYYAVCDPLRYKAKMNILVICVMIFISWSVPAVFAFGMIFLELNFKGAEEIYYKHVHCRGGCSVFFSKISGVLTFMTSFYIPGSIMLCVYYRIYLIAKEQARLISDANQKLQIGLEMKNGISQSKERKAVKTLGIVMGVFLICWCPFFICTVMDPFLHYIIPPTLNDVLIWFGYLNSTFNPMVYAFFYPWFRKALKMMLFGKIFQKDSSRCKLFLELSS
#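 Assay system: CHO-derived RD-HGA16 cells stably expressing human TAAR1 plus Gα16. Timing: 140 s kinetic read after compound, 140 s after agonist. Technique: kinetic Fluo-8 calcium fluorescence measurement. Measure: % inhibition of agonist calcium response.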
# CHO parental Ca = counter-screen for OX1R antagonists: effect in parental CHO cells. parental CHO-K1, ATP-induced calcium, Fluo-8 fluorescence. AID 463079. inhibition, % at 5.6 µM. 0.63% of 330,000 active;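 active = inhibition above that plate's mean sample inhibition plus 3 SD, cut at about 26% in these data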;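 also: 0% = ATP-challenged DMSO wells and 100% = DMSO wells without ATP; some compounds past the cut are filed as inactive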
#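 material = parental CHO cells | also added = ATP as calcium-mobilizing challenge | dosing = single point at 5.6 µM | detection = intracellular calcium via Fluo-8 no-wash fluorescent dye | read-out = % inhibition | benchmarks = low control ATP plus DMSO, high control DMSO only | repeats = one well per compound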
# CHO-K1 Ca ag = nonselective activator or artifact in parental CHO-K1 cells | Fluo-8 calcium fluorescence; scaled to maximal ATP response, vehicle zero | activation, % at 3 µM | 0.48% of 360,000 active | AID 602248; in the data active = activation above about 15%;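 also: untransfected CHO-K1 host cells lacking M1 receptor as counterscreen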
# GPR7 antag = human neuropeptides B/W receptor 1 antagonism | P48145 | GPR7-expressing cells, fluorescence antagonist assay | inhibition, % at 4.4 µM | 1.1% of 290,000 active; in the data active = inhibition above about 16%, passing the limit was not always enough;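 also: cells stimulated with the agonist NPW; 0% = agonist with vehicle and 100% = vehicle without agonist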
# Target sequence (P48145 whole entry, looked up): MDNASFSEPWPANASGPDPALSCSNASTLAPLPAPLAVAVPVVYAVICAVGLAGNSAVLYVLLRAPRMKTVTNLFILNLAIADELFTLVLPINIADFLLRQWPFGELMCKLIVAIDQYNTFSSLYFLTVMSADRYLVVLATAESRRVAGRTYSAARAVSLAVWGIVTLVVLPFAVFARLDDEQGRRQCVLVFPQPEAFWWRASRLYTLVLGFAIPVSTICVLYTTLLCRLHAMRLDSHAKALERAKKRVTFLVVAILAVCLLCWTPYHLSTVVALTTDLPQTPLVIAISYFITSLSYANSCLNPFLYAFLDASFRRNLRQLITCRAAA
# Starred values were filed as active, the others as inactive; / = not tested or not shown.
Molecule,OXTR potentiator,CHO-K1 Ca antag,GPR7 antag,TAAR1 antagonist,CHO-K1 Ca ag,OXTR ag,CHO parental Ca,V1R ag counter,M1 PAM parental
C=Cc1cc(OC)c2c(c1)c(=O)oc1c2cc(OC)c2c(O)ccc(C3OC(C)C(O)C(C)(O)C3O)c21 (centres undefined),/,-10,/,15,-0.1,/,/,/,18
CN(C)C(=O)On1c(-c2ccccc2)nc2ccc(Cl)cc21,-13,17,-1,4,0.5,-1.9,-18,0.3,-4
CCn1c(=N)n(Cc2ccccc2F)c2ccccc21,0,17,-7,-15,0.2,1.1,-9,0.0,-13
COc1ccccc1-n1c(-c2ccccc2F)nc2ccccc2c1=O,-4,-12,/,-23,1.7,-0.6,-13,0.1,4
CN1CCN(c2ccc([N+](=O)[O-])c(NCC3CCCO3)c2)CC1 (centres undefined),-3,-7,0,-5,0.5,-1.5,-4,-0.3,22
O=C1NCN(c2ccccc2)C12CCN(C(c1cc3ccccc3o1)c1nnnn1Cc1ccccc1)CC2 (centres undefined),/,17,/,39,0.6,/,/,/,0
CN(C)c1ccc(/C=C/[N+](=O)[O-])cc1,-6,12,19*,2,14,18,6,29*,-4
O=C1COc2ccc(C(=O)COC(=O)Cc3ccccc3)cc2N1,-5,4,/,1,2.6,2.1,-4,2.7,-21
COc1ccc(Nc2ncc(C(=O)N3CCC4(CC3)OCCO4)c3ccccc23)cc1,-2,0,4,23,3.0,-0.2,-13,2.0,7
O=C1NCN(c2ccccc2)C12CCN(C(c1cccc3ccccc13)c1nnnn1-c1ccc3c(c1)OCCO3)CC2 (centres undefined),/,12,/,-15,-0.2,/,/,/,-7
O=P(NC(c1ccccc1)c1ccccc1)(Oc1ccccc1)Oc1ccccc1,-8,13,26*,64*,5.9,5.7,-14,6.7,18
COC(=O)C1=C(c2ccc(-c3ccccc3)c(F)c2)C[C@@H]2CC[C@H]1N2C(=O)NCc1cccc2ccccc12,-8,-6,/,-11,0.2,2.7,-20,2.8,-13
CC1CCN(C(=O)c2ccc(N3CC4CC(C3)c3cccc(=O)n3C4)c([N+](=O)[O-])c2)CC1 (centres undefined),0,-8,-7,9,4.8,-1.5,-19,0.0,19
O=C1NC(=O)N(c2ccccc2)C(=O)/C1=C\c1ccc([N+](=O)[O-])s1,-6,/,-3,-26,/,1.8,4,1.2,/
CSc1ccc(CN2CCN(C(=O)COc3ccc(C)cc3)CC2)cc1,-1,-8,2,15,1.7,0.8,-9,3.0,13
O=C(CCc1ccccc1)N1Cc2cc(-c3ccccc3)ccc2-n2nncc2C1,/,22,/,21,1.6,/,/,/,-6
O=C(COC(=O)c1cccc(O)c1)Nc1ccc(Cl)cc1C(=O)c1ccccc1,-10,12,-9,23,-0.2,-0.8,-14,-1.4,-9
Cc1ccc2c(c1)C(c1ccccc1)=NCC(=O)N2C,-16,8,/,-11,0.4,-1.9,-8,-2.6,-17
COc1ccc2c(C)c(CCC(=O)N3C[C@H]4C[C@@H](C3)c3cccc(=O)n3C4)c(=O)oc2c1,-2,7,7,-8,-0.5,0.3,-11,0.0,-1
COC(=O)C(O)(c1ccc(N(C)C)cc1)C(F)(F)F (centres undefined),-8,3,-5,6,0.7,0.9,-3,1.3,-11
c1cc2c(cc1[C@H]1OC[C@H]3[C@@H]1CO[C@@H]3c1ccc3c(c1)OCO3)OCO2,-12,0,/,-10,0.9,0.4,-8,1.0,10
CCC(=NCc1ccc2c(c1)OCO2)c1c(O)n(C)c(=O)n(C)c1=O,-25,-9,-6,3,6.7,11,10,9.2,8
COc1ccc(-c2ccc3c(c2)CN(C(=S)NCCc2ccccc2)Cc2cnnn2-3)cc1,/,16,/,-8,0.6,/,/,/,-5
CCCCCn1c(=O)c(C(=O)Nc2cc(C)ccn2)c(O)c2ccccc21,1,1,-20,4,11,0.4,4,-0.1,21
CCCCn1c(O)c(C=NC2CC3CCC2(C)C3(C)C)c(=O)[nH]c1=O (centres undefined),-11,15,-20,1,0.0,-2.6,-39,-1.0,0
CCC(=NCCN1CCOCC1)c1c(O)n(C2CCCCC2)c(=O)[nH]c1=O,-11,-15,-13,0,0.6,0.4,10,12,23
Cc1ccc(N2C(=O)NC(=O)/C(=C\c3cn(CC(=O)O)c4ccccc34)C2=O)cc1,-3,2,-4,-14,0.6,0.3,-12,0.9,7
CC(=O)[C@@]1(O)CCC2C3CC=C4C[C@@H](O)CC[C@]4(C)C3CC[C@@]21C (some centres undefined),-2,-4,/,-16,1.0,1.3,-7,2.4,6
COC(=O)C1=C(c2ccc(OC(F)(F)F)cc2)C[C@@H]2CC[C@H]1N2C(=O)N1CCCCC1,-6,-17,/,20,1.1,-1.8,-16,-0.4,13
Cc1c(C(=O)Nc2ccccc2)c2cc(O)ccc2n1Cc1ccccc1,-1,-9,-5,28,0.9,0.3,-5,-0.6,13
COc1ccc(-c2nn(CCC#N)cc2C(=O)Nc2ccccc2Cl)cc1,-6,0,-13,-6,0.3,0.3,-9,1.0,-7
CC1CCCCC12C(=O)NC(=O)NC2=O (centres undefined),/,-7,/,-19,0.5,/,/,/,4
COC(=O)C1=C(c2cccc(C#N)c2)C[C@@H]2CC[C@H]1N2C(=O)NCc1cc(C)oc1C(F)(F)F,-6,-1,/,16,-1.2,2.0,-22,-1.3,-12
COC(=O)C1=C(c2cccc(OC)c2OC)C[C@@H]2CC[C@H]1N2C(=O)NCc1cccc2ccccc12,-5,-7,/,11,-0.7,-1.9,-13,-0.3,-15
COC(=O)C1=C(c2ccc(S(C)(=O)=O)cc2)C[C@@H]2CC[C@H]1N2C(=O)NCc1cccc2ccccc12,-5,-12,/,-7,-0.1,-0.2,-18,-0.9,27
NC1=NC(=O)N2CC12 (centres undefined),/,-7,/,-12,0.3,/,/,/,2
Cc1cc(C)c(NC2=NCCCS2)c(C)c1,-5,9,-7,9,0.5,0.2,-4,0.6,8
CCN1CCN(C(=O)COc2ccc3c(c2)C(=O)CC2(CCN(C(C)=O)CC2)O3)CC1,-12,-2,-5,9,0.1,1.5,1,1.2,5
COC(=O)c1ccc(-n2c(C)nc3ccccc3c2=O)cc1,-6,-4,-3,7,1.0,-0.2,6,-0.1,8
Cc1cc([P+](=O)O)c(C)n1-c1ccc(Br)cc1,-2,-19,-3,-7,0.0,-0.3,-22,-0.4,15
O=C1NC(=O)N(c2ccc3c(c2)OCO3)C(=O)/C1=C/c1ccsc1,5,2,-2,6,0.1,0.6,-6,0.4,0
COC(=O)C(O)(c1ccc(N(C)S(=O)(=O)c2ccccc2)cc1)C(F)(F)F (centres undefined),-10,4,11,11,1.9,4.4,8,7.0,3
C[C@]12CC[C@H](O)CC1=CC(=O)C1C2CC[C@]2(C)C(=O)CCC12 (some centres undefined),-7,8,/,-13,2.6,-0.7,5,-0.1,30
COP(=O)(NC(=O)C(Cl)(Cl)Cl)OC,3,-11,-9,-1,0.9,0.8,-1,0.6,10
NC(=O)CN1C2CCC1CC(NC(=O)C1CC1)C2 (centres undefined),-9,-17,2,-7,0.7,1.1,-10,0.5,18
CN1CCN(c2c(C#N)c(C(F)(F)F)nn2C)CC1,-7,-8,7,-15,-0.1,0.3,-7,0.4,4
O=C(O)Cn1cc(C=C2C(=O)NC(=O)NC2=O)c2ccccc21,-2,-13,-6,7,0.7,0.3,8,1.2,-8
Cc1nnc2ccc(N3CCN(C)CC3)nn12,/,1,-17,-13,0.0,/,/,/,-2
CC(=O)O[C@@]12CO[C@@H]1C[C@H](O)[C@@]1(C)C(=O)[C@H](O)C3=C(C)[C@@H](OC(=O)[C@H](O)[C@@H](NC(=O)c4ccccc4)c4ccccc4)C[C@@](O)([C@@H](OC(=O)c4ccccc4)C12)C3(C)C (some centres undefined),-2,-5,2,-6,0.1,2.0,-16,1.1,11
CCOC(=O)[C@]12Cc3cc(Cl)ccc3[C@H]1N(Cc1ccccc1)C(=O)c1cc(OC)ccc12,/,-2,/,-36,9.9,/,/,/,1
Cc1cc(C)nc(NS(=O)(=O)c2ccc(N=Cc3c(O)n(C)c(=O)n(C)c3=O)cc2)n1,0,-15,-6,3,-0.1,0.4,-17,1.5,18
CNCCc1ccc(OC)c(OC)c1,1,4,/,-17,0.2,1.5,1,2.1,18
CC(=O)N1N=C(c2cccnc2)OC1c1ccccc1Cl (centres undefined),-2,-1,-5,-4,16*,-0.6,-8,-1.0,12
O=c1c2ccccc2nc(/C=C/c2ccc(F)cc2)n1-c1ccccc1O,-2,3,-12,17,7.0,6.0,-4,2.5,14
CC(C)CCC1(CCO)C(=O)NC(=S)NC1=O,/,7,/,-27,1.1,/,/,/,-16
COC(=O)C1=C(c2cccc(OC)c2OC)C[C@@H]2CC[C@H]1N2C,-2,-11,/,5,0.8,1.0,1,0.8,18
COc1cc2c(cc1OC)C(c1c(O)n(CCc3ccccc3)c(=S)[nH]c1=O)NCC2 (centres undefined),-4,/,-20,-8,/,-0.7,-11,1.0,/
Cc1ccc(N)cc1C,/,-27,/,6,0.6,/,/,/,11
CCN(CC)c1ccc(/C=N/c2sc3c(c2C#N)C2CCN3CC2)c(O)c1,-8,-5,6,/,2.9,12,35,12,27
CCCN(CCC)C1Cc2cc(OC)c(OC)cc2C1,-5,-2,/,-13,-0.6,-0.2,-5,0.6,-11

# Next section.
Molecule,OXTR potentiator,CHO-K1 Ca antag,GPR7 antag,TAAR1 antagonist,CHO-K1 Ca ag,OXTR ag,CHO parental Ca,V1R ag counter,M1 PAM parental
O=C1NCN(c2ccccc2)C12CCN(C(c1cccs1)c1nnnn1C1CCCCC1)CC2 (centres undefined),/,18,/,8,0.8,/,/,/,8
O=C(N1CCCCCC1)N1CC1,/,-16,/,0,0.2,/,/,/,14
O=c1[nH]c(=S)[nH]c(O)c1N=Nc1ccc(OC(F)F)cc1,4,-13,5,-4,-0.4,-2.1,-12,-0.4,15
CC(C)CC1C(C#N)=C(N)Oc2c1c(=O)oc1ccccc21 (centres undefined),-1,-2,-7,21,0.6,0.8,-18,0.6,3
Cc1cc(/C=C2\C(=O)NC(=O)N(Cc3ccccc3)C2=O)c(C)n1C1CC1,-10,11,-2,4,0.9,-0.5,-27,1.0,-4
NCCCP(=O)(O)CCc1ccccc1,-5,-11,-7,-27,0.8,-0.8,-6,-0.7,-4

# Reformatted: results already given.
> Cc1cc(/C=C2\C(=O)NC(=O)N(Cc3ccccc3)C2=O)c(C)n1C1CC1
  OXTR potentiator = -10
  CHO-K1 Ca antag = 11
  GPR7 antag = -2
  TAAR1 antagonist = 4
  CHO-K1 Ca ag = 0.9
  OXTR ag = -0.5
  CHO parental Ca = -27
  V1R ag counter = 1.0
  M1 PAM parental = -4
> NCCCP(=O)(O)CCc1ccccc1
  OXTR potentiator = -5
  CHO-K1 Ca antag = -11
  GPR7 antag = -7
  TAAR1 antagonist = -27
  CHO-K1 Ca ag = 0.8
  OXTR ag = -0.8
  CHO parental Ca = -6
  V1R ag counter = -0.7
  M1 PAM parental = -4

# Screening data (PubChem BioAssay)

# These rows are one share of the data; the hit share may differ from the screen's.
